Screens (PubChem)
rCAG RNA binder = binds r(CAG) RNA repeats. r(CAG) RNA repeat, TO-PRO-1 dye displacement fluorescence. inhibition, % at 3 µM. actives 1.3% (n = 370,000);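 active = inhibition above the plate cutoff, the mean of all test compounds on that plate plus 3 SD, cut at about 35% in these data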;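 also: 0% = DMSO alone and 100% = 100 µM mitoxantrone as full dye displacement; higher means more dye released from RNA so lower well fluorescence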
PRMT1 FP inh = blocks human protein arginine methyltransferase 1; Q99873; recombinant PRMT1, activity-based probe fluorescence polarization; inhibition, % at 2.79 µM; actives 1.3% (n = 370,000); AID 652257;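 active = inhibition above about 21% made by adding two undisclosed values, limit read from the data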
Target sequence (Q99873 whole entry, looked up): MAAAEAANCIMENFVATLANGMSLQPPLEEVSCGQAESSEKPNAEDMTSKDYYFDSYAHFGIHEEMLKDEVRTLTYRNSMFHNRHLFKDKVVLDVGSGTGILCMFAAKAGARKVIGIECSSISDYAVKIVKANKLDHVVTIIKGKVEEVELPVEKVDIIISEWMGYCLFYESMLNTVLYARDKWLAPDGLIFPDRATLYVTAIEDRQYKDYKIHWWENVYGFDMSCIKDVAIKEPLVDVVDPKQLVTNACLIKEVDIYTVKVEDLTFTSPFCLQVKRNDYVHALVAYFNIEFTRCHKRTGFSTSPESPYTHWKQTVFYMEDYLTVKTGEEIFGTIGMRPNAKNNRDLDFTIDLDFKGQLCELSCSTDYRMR
GC-B act = GC-B (human) receptor activation | P20594 | HEK293-GC-B cells, CNP EC30, cGMP TR-FRET; 0% at EC30 CNP, 100% saturating CNP | activation, % at 10 µM | actives 0.11% (n = 370,000);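 active = activation at 10 µM reaching about 35% in either raw or pattern-adjusted values, limit read from the data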
TCR CD3 inh = human TCR-CD3 binding inhibition. TAMRA-labeled TCR probe fluorescence, biochemical. inhibition, % at 9.4 µM. actives 0.37% (n = 360,000); in the data active = inhibition above about 19%;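 also: recombinant mutant TCR 2C K166C tagged with TAMRA read by polarization; 0% = receptor in buffer alone and 100% = receptor with positive control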
SIAE primary = blocks human sialic acid acetylesterase. inhibition, % at 9.66 µM. SIAE FP-Rh probe binding, fluorescence polarization. Q9HAT2. AID 1053197. actives 0.69% (n = 370,000);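 active = inhibition above a cutoff: mean of compounds within the control limits plus 3 SD of those, cut at about 17% in these data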;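 also: 0% = plate median of compound wells and 100% = probe without SIAE protein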
UHRF1 binding = blocks human UHRF1 binding to methylated DNA; UHRF1 binding to methylated oligo, TR-FRET; inhibition, % at 4.4 µM; actives 0.75% (n = 370,000); AID 687016; in the data active = inhibition above about 21%;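 also: UHRF1 SRA domain binding a hemimethylated CpG hairpin DNA probe; 0% = median of test compound wells and 100% = reference inhibitor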
ABHD4 inh = inhibitors of mouse ABHD4. Q8VD66. inhibition, % at 8.92 µM. actives 0.54% (n = 370,000). purified mABHD4, FP-Rh probe fluorescence polarization. AID 720543;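 active = inhibition exceeding the mean over every tested compound plus 3 SD, cut at about 30% in these data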;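 also: 0% = plate median of compound wells and 100% = S159A mutant with DMSO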
Target sequence (Q8VD66 whole entry, looked up): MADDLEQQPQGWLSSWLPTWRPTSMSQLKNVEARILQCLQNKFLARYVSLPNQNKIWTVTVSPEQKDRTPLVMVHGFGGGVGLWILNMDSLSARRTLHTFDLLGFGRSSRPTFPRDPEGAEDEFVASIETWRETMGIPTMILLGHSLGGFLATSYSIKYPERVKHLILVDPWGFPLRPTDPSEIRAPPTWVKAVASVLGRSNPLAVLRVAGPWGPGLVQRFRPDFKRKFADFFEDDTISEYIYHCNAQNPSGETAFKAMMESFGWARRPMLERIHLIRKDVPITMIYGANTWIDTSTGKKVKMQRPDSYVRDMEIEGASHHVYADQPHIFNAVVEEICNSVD
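Assay system: wild-type mouse ABHD4 protein; compound: single nominal dose of 8.92 µM, 0.89% DMSO final; schedule: 45 min + 60 min at 25 °C; measured by: FP readout, ex 525 nm / em 598 nm; evaluation: % inhibition of FP-Rh probe binding versus controls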
GC-A act = GC-A (human) enzyme activation; actives 0.14% (n = 370,000); HEK293 GC-A cells, cGMP TR-FRET, EC30 ANP; 0% at EC30 ANP, 100% saturating ANP; activation, % at 10 µM; P16066; AID 1671463; in the data active = activation above about 40%
MBD2 inh = inhibitors of human MBD2 binding to methylated oligonucleotide; Q9UBB5; TR-FRET; inhibition, % at 4.4 µM; actives 0.31% (n = 370,000); in the data active = inhibition above about 13%
HTRA1 inh = HTRA1 (human) protease inhibition. recombinant HTRA1, FP-rhodamine activity-based probe, fluorescence polarization. inhibition, % at 5.96 µM. actives 0.5% (n = 340,000). AID 504803; in the data active = inhibition above about 36%;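 also: 0% = enzyme with DMSO and 100% = wells lacking enzyme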
An asterisk follows results filed as active; / = not tested or not shown.

SMILES	rCAG RNA binder	PRMT1 FP inh	GC-B act	TCR CD3 inh	SIAE primary	UHRF1 binding	ABHD4 inh	GC-A act	MBD2 inh	HTRA1 inh
CCN(CC)C(=O)Nc1c(C)n(C)n(-c2ccccc2)c1=O	0	2	1	7	4	2	1	0	2	-1
CCOc1cc(NC(=O)c2ccccn2)c(OCC)cc1NC(=O)c1ccccc1	0	-3	-1	2	3	3	-1	-5	-3	13
COc1ccc(OC)c(C2C3=C(CCCC3=O)Nc3c2c(=O)n(C)c(=O)n3C)c1 (stereo unspecified)	-2	0	-2	8	-1	0	-3	0	-2	0
O=C(Nc1ccc(N2CCOCC2)cc1)c1nc2ccccc2s1	-1	-2	1	1	2	-1	1	1	1	8
NS(=O)(=O)c1ccc(N2C(=O)C3CC=CCC3C2=O)cc1 (stereo unspecified)	-3	-1	4	5	0	-2	-2	-6	-3	8
CCC(C(=O)OCC(=O)N(C)c1c(N)n(Cc2ccccc2)c(=O)[nH]c1=O)c1ccccc1 (stereo unspecified)	-4	0	2	1	6	-4	-1	2	1	-3
CCOCCCN1C(=O)CN(C2CCCCCC2)C(=O)C1c1ccc(OC)cc1 (stereo unspecified)	-8	1	1	3	-2	3	2	1	6	3
COc1ccc(C(C#N)N2CCCCC2)cc1OC (stereo unspecified)	-1	-1	7	2	-1	0	5	3	-1	4
Cc1occc1C(=O)N/N=C/c1ccc(OCc2ccccc2)cc1	3	-4	1	1	-11	-3	-23	-3	-7	-10
O=C(c1ccc(Cl)cc1)N1CCC(=O)N(C(CO)Cc2ccccc2)CC1 (stereo unspecified)	-5	0	1	-4	2	0	7	-5	1	1
CC(=O)N1CCN(C(=O)c2cccc(NS(=O)(=O)c3ccc(Br)cc3)c2)CC1	1	2	-2	-4	-1	-1	3	-1	0	1
CCOc1ccccc1CNC(=O)c1cn(C)c(=O)c2c1c1ccccc1n2C	1	-1	-4	15	-2	-2	1	-2	0	1

Complete entries from above. Order of values: rCAG RNA binder | PRMT1 FP inh | GC-B act | TCR CD3 inh | SIAE primary | UHRF1 binding | ABHD4 inh | GC-A act | MBD2 inh | HTRA1 inh
CCC(C(=O)OCC(=O)N(C)c1c(N)n(Cc2ccccc2)c(=O)[nH]c1=O)c1ccccc1 (stereo unspecified) reads -4 | 0 | 2 | 1 | 6 | -4 | -1 | 2 | 1 | -3
COc1ccc(OC)c(C2C3=C(CCCC3=O)Nc3c2c(=O)n(C)c(=O)n3C)c1 (stereo unspecified) reads -2 | 0 | -2 | 8 | -1 | 0 | -3 | 0 | -2 | 0
NS(=O)(=O)c1ccc(N2C(=O)C3CC=CCC3C2=O)cc1 (stereo unspecified) reads -3 | -1 | 4 | 5 | 0 | -2 | -2 | -6 | -3 | 8
CCOc1ccccc1CNC(=O)c1cn(C)c(=O)c2c1c1ccccc1n2C reads 1 | -1 | -4 | 15 | -2 | -2 | 1 | -2 | 0 | 1

(further entries)
SMILES	rCAG RNA binder	PRMT1 FP inh	GC-B act	TCR CD3 inh	SIAE primary	UHRF1 binding	ABHD4 inh	GC-A act	MBD2 inh	HTRA1 inh
CC1CC(C)CN(CCCNC(=O)COc2cc(=O)n(C)c3ccccc23)C1 (stereo unspecified)	-3	-4	-4	-6	2	-1	3	2	-4	10
CCn1cc(CCC(=O)NC(C)c2ccccc2)c2ccccc21 (stereo unspecified)	-3	-2	-5	11	1	-1	-1	-1	-5	-8
Cc1ccc(C)c(S(=O)(=O)N2CCN(CC(=O)Nc3sccc3C#N)CC2)c1	10	0	-2	-3	2	1	3	-4	0	-33
CC1(C)C(c2ccccc2)=NC(c2ccc(F)cc2)N1O (stereo unspecified)	1	-4	-2	2	11	-4	-8	1	-3	7
CN(C)S(=O)(=O)c1cccc(NC(=O)COC(=O)/C=C/c2ccc3c(c2)OCO3)c1	5	-1	3	8	-4	-3	-1	5	0	-14
COc1ccc(CCNC(=O)COC(=O)/C=C/c2cccs2)cc1	-2	0	0	0	3	1	1	3	2	8
Cc1ccc(NC(=O)C2CCCN(c3ncnc4c3nc3n4CCCCC3)C2)nc1 (stereo unspecified)	-7	4	1	4	-2	1	6	5	0	-3
COc1ccc(C(c2nnnn2Cc2cccs2)N2CCN(c3ccccc3F)CC2)cc1OC (stereo unspecified)	0	1	6	-2	3	5	-9	-5	2	-10
CCCCN(C(=O)Cc1cccc(F)c1)c1c(N)n(CCC)c(=O)[nH]c1=O	0	3	5	5	-3	0	-1	4	1	4
NCCCC[C@H]1CN=C(N)N1CCCCC1CCCCC1	13	-3	-1	1	5	3	-3	2	-6	13
CN1C2CCC1CC(OC(=O)C(CO)c1ccccc1)C2 (stereo unspecified)	2	0	1	2	2	0	-1	4	1	3
CN1CC(COCc2ccccc2)Oc2ccccc2S1(=O)=O (stereo unspecified)	1	1	0	1	11	-2	12	1	0	2
CCc1ccc2c(CN3CCc4cc(OC)c(OC)cc4C3)cc(=O)oc2c1	7	-3	-1	-2	4	-8	7	4	-9	-2
CC1(C(=O)N2Cc3ccccc3C2)CCN1C(=O)Cc1ccccc1 (stereo unspecified)	0	4	-6	-7	4	5	-14	1	1	/
CC1CCCN(C(=O)COC(=O)Cc2c[nH]c3ccccc23)C1 (stereo unspecified)	5	-1	5	0	4	1	-2	2	-1	-1
CCN1CCN(C(=O)NC(c2ccc(C)c(F)c2)C(Cl)Cl)CC1 (stereo unspecified)	-102	-1	5	7	1	-1	4	-2	-2	-10
CC1CN(C(=O)CN2C(=O)NC3(CCCCCC3)C2=O)CC(C)O1 (stereo unspecified)	-2	4	3	-15	-12	3	-8	3	5	4
Cc1ccc(C(=O)OCC(=O)NC2CCCCC2)o1	1	0	0	10	3	3	2	2	2	2
O=C1c2ccccc2C(=O)c2c1ccc(C(=O)N1CCCCC1)c2NCCO	-3	-1	-5	-1	-5	-4	7	-1	2	3
CN1CCN(C(=O)c2ccc3c(=O)n(-c4ccc(F)cc4)c(=S)[nH]c3c2)CC1	-2	-2	-1	5	2	-1	-5	0	0	4
CCOC(=O)C1(Cc2ccccc2)CCN(Cc2cnn(CC)c2)CC1	-3	-4	12	2	3	2	0	-1	2	2
COc1c(C=O)c(CCN(C)C(=O)c2ccc(F)cc2)cc2c1OCO2	-5	-4	-4	-1	-2	2	-3	3	-6	2
Cc1ccccc1OCC(=O)Nc1ccc([N+](=O)[O-])cc1	8	1	1	3	-2	0	-5	1	0	-2
CC1CCCCC12NC(=O)N(CC(=O)c1ccc(Cl)s1)C2=O (stereo unspecified)	1	-1	-5	6	2	-2	6	0	0	-7
O=C(N/N=C/C=C/c1ccccc1)NC1CCCCC1	-35	1	-2	1	0	4	-4	3	1	-21
O=C(Nc1ccccc1C(=O)N1CCOCC1)C1CC(=O)N(c2ccc(F)cc2)C1 (stereo unspecified)	3	0	0	-3	8	1	3	1	-4	3
Cc1ccc2nc(SCC(=O)Nc3cc(C(F)(F)F)ccc3N3CCOCC3)[nH]c2c1	2	0	-20	-3	-10	0	-4	-24	-1	-22
O=C(/C=C/c1cccs1)Nc1ccc([N+](=O)[O-])cc1	10	-1	-5	4	-3	-1	-3	0	-5	-24
CC1=Nn2c(nc3sc4c(c3c2=O)CCCC4)SC1	1	0	4	-2	3	1	0	-1	-3	-6
CC/C(=N\O)c1c(O)c2c(n(-c3ccccc3)c1=O)CCCC2	-4	4	-1	-9	0	3	-6	1	9	8
CCCNC(=O)c1cc(SC)ccc1Cl	0	-1	11	-3	-2	-4	3	3	1	2
CCc1nnc(NC(=O)CSc2nnc(Cc3ccccc3)o2)s1	-4	3	-3	6	-1	2	3	1	-4	6
Clc1ccc(C2CC(c3ccco3)n3ncnc3N2)cc1Cl (stereo unspecified)	8	9	-6	5	-9	4	-3	-8	5	-3
CCc1nc2ccc(C(=O)NCCOc3ccc(OC)cc3)cn2c1N(CC)CCN(C)C	-1	-3	1	-3	2	0	5	6	-6	/
COC(=O)c1cn(C)c2ccc(S(=O)(=O)N3CCCC3)cc2c1=O	2	-4	2	-5	-1	2	7	1	5	6
O=C(Cc1ccccc1Cl)Nc1cccc(S(=O)(=O)N2CCCCCC2)c1	4	-3	2	4	-2	-4	-20	-1	0	-38
CCC(=O)Nc1ccc(C(=O)COC(=O)Cc2ccsc2)cc1	5	-1	3	3	-5	-1	-5	2	4	-6
COCCNC(=O)/C(C#N)=C/c1cccc(NC(=O)c2ccccc2Cl)c1	2	-2	0	3	-2	5	-1	6	-2	-5
C/C(=N\NC(=O)c1ccccc1F)c1ccccn1	-2	4	7	-9	-10	3	-3	8	2	1
Cn1c(C(=O)N2CCCC(Nc3ccc(F)cc3)C2)cc2ccccc21 (stereo unspecified)	2	-1	-1	2	8	-2	5	-2	-2	-3
COCCCNC(=O)c1ccc(N(C)S(=O)(=O)c2ccc(OC)cc2)cc1	-10	-3	3	3	6	-2	4	7	-3	0
CC(C)c1ccc[n+](-c2nc([O-])sc2C=O)c1	-4	3	6	-4	-4	-2	-2	2	-4	/
N=c1oc2ccccc2cc1-c1nc(-c2ccc(Cl)cc2)cs1	5	1	2	6	5	20	8	-2	7	-8
COc1ccc(OC)c(-n2c(=O)c3ccccc3c3ccccc3c2=O)c1	-2	-1	-22	-2	-6	-2	6	-29	3	-13
COc1ccccc1C(=O)NCC(=O)OC(C)C(=O)N1CCOCC1 (stereo unspecified)	0	-5	6	0	5	1	3	4	6	1
COc1ccc(C(=O)N=C2SC3CS(=O)(=O)CC3N2c2ccc(N(C)C)cc2)cc1OC (stereo unspecified)	-3	0	3	0	4	6	1	10	1	1
NC(=O)CSc1nnc(COc2cccc3ccccc23)o1	0	-1	-4	8	-2	1	7	-1	-3	3
COc1ccccc1-c1csc(C(O)(c2ccccc2)C(F)(F)F)n1 (stereo unspecified)	2	-4	0	2	-13	-3	-34	2	-2	/
O=C1CCCN1CCC(=O)N1CCCC(N2CCN(c3ccccc3F)CC2)C1 (stereo unspecified)	-5	-2	1	0	6	-1	-2	2	0	0
CCOC(=O)c1ccccc1OC(=O)NNc1ccccc1	-1	0	1	-2	6	0	1	-1	1	5
Cc1ccccc1-n1c(C)nnc1SCC(=O)NC1CCCc2ccccc21 (stereo unspecified)	0	4	0	-2	10	3	4	-4	3	1
CCCCCC(=O)N1C[C@H](O)[C@@H](n2cc(C3CC3)nn2)C[C@@H]1c1ccc(C)cc1	2	-2	1	1	5	-2	0	-1	-5	-4
COC(=O)C1=C(N)Oc2cc(C)n(Cc3cccnc3)c(=O)c2C1c1ccc(OC)c(OC)c1 (stereo unspecified)	-4	0	1	-2	-5	17	-6	0	6	2
Cn1c2ccccc2c2nnc(SCCN3CCOCC3)nc21	0	3	-1	-2	3	-1	4	7	-5	4
O=C1c2cccc(Cl)c2C(=O)N1c1ccccn1	-5	1	3	-1	1	/	-1	1	5	/
Cc1nn(-c2cc(N3CCCCC3)ccc2[N+](=O)[O-])c(=O)c2ccccc12	-4	1	9	6	-9	-3	5	4	-2	5
Cc1cc(Nc2ccccc2N2CCOCC2)n2ncnc2n1	0	-5	5	11	3	0	1	3	-4	5

Reprinted at random: 3 entries already listed, in no set order.
SMILES	rCAG RNA binder	PRMT1 FP inh	GC-B act	TCR CD3 inh	SIAE primary	UHRF1 binding	ABHD4 inh	GC-A act	MBD2 inh	HTRA1 inh
O=C(/C=C/c1cccs1)Nc1ccc([N+](=O)[O-])cc1	10	-1	-5	4	-3	-1	-3	0	-5	-24
CC1(C)C(c2ccccc2)=NC(c2ccc(F)cc2)N1O (stereo unspecified)	1	-4	-2	2	11	-4	-8	1	-3	7
COc1ccc(C(C#N)N2CCCCC2)cc1OC (stereo unspecified)	-1	-1	7	2	-1	0	5	3	-1	4

An excerpt; rates above refer to the full screens.
